mcGAS lum: mouse cGAS inhibition by luminescence; Q8C6L5; recombinant cGAS, Kinase-Glo ATP depletion luminescence; inhibition, % at 12.5 µM; 0.15% of 160,000 active;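 also: 0% = negative control wells and 100% = reference inhibitor with no enzyme activity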
NPYLR7 ag: activates Aedes aegypti NPYLR7 receptor; 0.15% of 270,000 active; HEK293T NPYLR7/Galpha15, GCaMP6s calcium fluorescence; activation, % at 10 µM; in the data active = activation above about 40%;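 also: 0% = vehicle and 100% = reference agonist at the receptor; some compounds past the cut are filed as inactive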
hcGAS inh: human cGAS inhibition; Q8N884; recombinant h-cGAS, ATP depletion, Kinase-Glo luminescence; inhibition, % at 12.5 µM; 0.081% of 290,000 active; AID 1259398;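 also: 0% = vehicle reaction and 100% = reaction without DNA for no activity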
Target sequence (Q8N884 whole entry, looked up): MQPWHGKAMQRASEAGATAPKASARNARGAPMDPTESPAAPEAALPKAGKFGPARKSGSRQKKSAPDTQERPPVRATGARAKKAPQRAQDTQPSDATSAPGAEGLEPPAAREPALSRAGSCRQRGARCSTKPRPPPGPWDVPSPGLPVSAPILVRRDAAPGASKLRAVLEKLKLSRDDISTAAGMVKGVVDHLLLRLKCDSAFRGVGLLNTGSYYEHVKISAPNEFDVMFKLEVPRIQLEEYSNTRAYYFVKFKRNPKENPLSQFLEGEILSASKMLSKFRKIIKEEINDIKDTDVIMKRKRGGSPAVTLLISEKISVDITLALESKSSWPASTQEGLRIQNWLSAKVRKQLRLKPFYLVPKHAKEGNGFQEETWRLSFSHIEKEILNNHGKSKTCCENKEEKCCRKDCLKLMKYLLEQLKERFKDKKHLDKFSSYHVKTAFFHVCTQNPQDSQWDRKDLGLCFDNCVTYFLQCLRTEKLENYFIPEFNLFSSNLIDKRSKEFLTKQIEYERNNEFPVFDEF
The depositor's hits bear a star; . = no result given. Rule as the data show it, unless noted: active = inhibition above about 40%; inactive = the rest.

Sequence of screens – mcGAS lum, NPYLR7 ag, hcGAS inh
1	Cc1ccc(C2(O)CCN(C(=O)c3cn4ccsc4n3)CC2)nc1
  -16, 3, -4
2	CN(C)C[C@@H]1CN(S(C)(=O)=O)C[C@H]1NC(=O)CCC1CCCC1
  -6, ., -14
3	O=c1c2cnc3nc4ccccc4n3c2ccn1-c1ccccc1Cl
  -8, -4, -2
4	COc1ccc(S(=O)(=O)N2CCC(Cc3ccc4c(c3)OCO4)CC2)cc1OC
  -5, 1, 0
5	COCCn1c(=NC(=O)c2cc(C)n(C)n2)sc2cc(F)cc(F)c21
  ., 6, -5
6	O=c1[nH]cnc2cc(F)c([N+](=O)[O-])cc12
  ., 0, -7
7	Cc1cc(OC(=O)c2ccc3ccccc3c2)c([N+](=O)[O-])c(=O)[nH]1
  -2, -2, 1
8	CCn1ccnc1CN1CCN(c2ncnc3ccccc23)CC1
  ., 3, 2
9	Cc1ccc(S(=O)(=O)N=C(N)Nc2nc(C)c3ccccc3n2)cc1
  -4, -5, -1
10	O=C(c1ccc2c(c1)CCC2)N1CCCC1CCc1ccccc1 (stereo not given)
  ., 4, -8
11	Cn1cc(C(=O)Nc2cccc(Cl)c2)c2[nH]c(=O)n(-c3ccc(Cl)cc3)c(=O)c21
  ., 6, -4
12	CCOC(=O)c1nn(-c2ccc(C)cc2)c(=O)cc1NC(=O)c1ccc(OCC)cc1
  -6, ., -4
13	CC(c1ccncc1)N(C)Cc1cccc2nonc12 (stereo not given)
  0, -10, 6
14	CSCCCN1CCN(Cc2ncccc2C)CC1
  ., -2, -2
15	O=C1NCCN(C(=O)c2cccc(S(=O)(=O)NC3CC3)c2)C1c1ccccc1 (stereo not given)
  -16, 13, -9
16	COCCCNC(=O)CCN(Cc1ccco1)c1nc(Cc2cccc(OC)c2)ns1
  -4, -10, -13
17	CCOC(=O)N1CCN(CC(=O)N2N=C(c3ccc(C)cc3C)CC2c2cc(OC)ccc2OC)CC1 (stereo not given)
  -7, -1, -8
18	CC(C)CCNC(=O)c1c(O)nc2ccccn2c1=O
  -5, -1, 3
19	O=C(NCc1cccc(-n2cccn2)c1)c1ccc(=O)[nH]c1
  -19, 5, -6
20	Cc1nn(C)c(Cl)c1C1CCCN1Cc1cn2ccsc2n1 (stereo not given)
  ., 1, -9
21	C=CCn1c(SCC(=O)OC)nnc1-c1ccccc1OC
  1, -6, -2
22	CN(Cc1cnccn1)C(=O)CCCn1nnnc1CN1CCc2ccccc2C1
  ., 4, -4
23	O=C(CSc1nnc2[nH]c(=O)cc(-c3ccccc3)n12)N1CCOCC1
  -5, -4, -4
24	COc1ccc(CNC(=O)Cn2cnc3c([nH]c4cc(OC)c(OC)cc43)c2=O)cc1
  1, ., 1
25	COc1cccc(CC(=O)N(C)CC2CCN(CCc3ccc(F)cc3)CC2)c1
  -11, -1, -11
26	O=C(Nc1cccc(Cl)c1N1CCOCC1)C1CSC(Cc2ccc(F)cc2)C(=O)N1 (stereo not given)
  ., 8, -4
27	Oc1ccc(F)cc1CN(CCN1CCOCC1)Cc1ccco1
  -1, -6, -1
28	NC(=O)c1c(NC(=O)c2ccco2)sc2c1CCCC2
  ., 7, 1
29	COc1cc(C=NN=C(N)N)cc(Br)c1O
  -4, 4, -4
30	O=C(NCc1n[nH]c(=O)[nH]1)C1(c2ccc(F)cc2)CCCC1
  ., 12, -13
31	CCCCNC(=S)N(C)N=Cc1c(F)c(F)c(F)c(F)c1F
  ., 12, -9
32	O=c1cc(CN2C=NC3=NS(=O)(=O)c4ccccc4N32)nc2sccn12
  -14, 6, -5
33	CC(C)COC(=O)N1CCC(C(=O)N2C(C)CCCC2C)CC1 (stereo not given)
  ., 12, -9
34	COc1cc(C=NN2CCN(C3c4ccccc4-c4ccccc43)CC2)cc(OC)c1OC
  -3, 5, -4
35	Cc1ccccc1S(=O)(=O)NC(=O)C1(C)CCN1C(=O)COc1ccc(Cl)cc1 (stereo not given)
  ., 5, -8
36	COc1ccc(-c2nnc(NC(=O)C(C)NC(=O)NCc3ccccc3)s2)cc1 (stereo not given)
  -4, 19, -8
37	Cc1ccnc(SCCn2c(N3CCN(C)CC3)nc3c2c(=O)n(C)c(=O)n3C)n1
  -8, ., -6
38	CCNc1nc(-c2cc(C)ccc2C)c(C)s1
  ., -1, -8
39	O=C(NCc1ccco1)c1cnn(-c2ccccc2Cl)c1-c1ccccc1
  -4, 30, -11
40	CCC(C)c1ccc(S(=O)(=O)Nc2cccc(F)c2)cc1 (stereo not given)
  ., -1, -4
41	CC(C(=O)Nc1ccccc1)n1c(=O)cnc2ccccc21 (stereo not given)
  -6, 0, -13
42	Cc1ccsc1CN(C)C(=O)c1nn(C)c2c1CCCC2
  ., 4, -3
43	C=CCNC(=O)c1cn(CCOC)cc2c(=O)n(-c3ccccc3)nc1-2
  -5, 4, -6
44	COC1CCN(S(=O)(=O)N2CCCCC2CCc2ccccc2)CC1 (stereo not given)
  -16, 0, -4
45	COc1ccc(Cl)c2sc(N(CCN(C)C)C(=O)CCS(=O)(=O)c3ccc(C)cc3)nc12
  ., 0, 1

Reprinted: entries 25–44
Sequence of screens – mcGAS lum, NPYLR7 ag, hcGAS inh
25	COc1cccc(CC(=O)N(C)CC2CCN(CCc3ccc(F)cc3)CC2)c1
  -11, -1, -11
26	O=C(Nc1cccc(Cl)c1N1CCOCC1)C1CSC(Cc2ccc(F)cc2)C(=O)N1 (stereo not given)
  ., 8, -4
27	Oc1ccc(F)cc1CN(CCN1CCOCC1)Cc1ccco1
  -1, -6, -1
28	NC(=O)c1c(NC(=O)c2ccco2)sc2c1CCCC2
  ., 7, 1
29	COc1cc(C=NN=C(N)N)cc(Br)c1O
  -4, 4, -4
30	O=C(NCc1n[nH]c(=O)[nH]1)C1(c2ccc(F)cc2)CCCC1
  ., 12, -13
31	CCCCNC(=S)N(C)N=Cc1c(F)c(F)c(F)c(F)c1F
  ., 12, -9
32	O=c1cc(CN2C=NC3=NS(=O)(=O)c4ccccc4N32)nc2sccn12
  -14, 6, -5
33	CC(C)COC(=O)N1CCC(C(=O)N2C(C)CCCC2C)CC1 (stereo not given)
  ., 12, -9
34	COc1cc(C=NN2CCN(C3c4ccccc4-c4ccccc43)CC2)cc(OC)c1OC
  -3, 5, -4
35	Cc1ccccc1S(=O)(=O)NC(=O)C1(C)CCN1C(=O)COc1ccc(Cl)cc1 (stereo not given)
  ., 5, -8
36	COc1ccc(-c2nnc(NC(=O)C(C)NC(=O)NCc3ccccc3)s2)cc1 (stereo not given)
  -4, 19, -8
37	Cc1ccnc(SCCn2c(N3CCN(C)CC3)nc3c2c(=O)n(C)c(=O)n3C)n1
  -8, ., -6
38	CCNc1nc(-c2cc(C)ccc2C)c(C)s1
  ., -1, -8
39	O=C(NCc1ccco1)c1cnn(-c2ccccc2Cl)c1-c1ccccc1
  -4, 30, -11
40	CCC(C)c1ccc(S(=O)(=O)Nc2cccc(F)c2)cc1 (stereo not given)
  ., -1, -4
41	CC(C(=O)Nc1ccccc1)n1c(=O)cnc2ccccc21 (stereo not given)
  -6, 0, -13
42	Cc1ccsc1CN(C)C(=O)c1nn(C)c2c1CCCC2
  ., 4, -3
43	C=CCNC(=O)c1cn(CCOC)cc2c(=O)n(-c3ccccc3)nc1-2
  -5, 4, -6
44	COC1CCN(S(=O)(=O)N2CCCCC2CCc2ccccc2)CC1 (stereo not given)
  -16, 0, -4

Later entries
Sequence of screens – mcGAS lum, NPYLR7 ag, hcGAS inh
46	Cc1ccc(NS(=O)(=O)c2ccccc2C(F)(F)F)cc1S(=O)(=O)Nc1ccccc1F
  -7, 3, -6
47	COc1ccc(-c2cc(N(C)Cc3cc(=O)c(O)co3)n[nH]2)cc1
  ., 7, -9
48	O=c1c2nc(N3CCOCC3)sc2c(-c2ccc(F)cc2)nn1Cc1c(F)cccc1Cl
  -4, -4, 0
49	Cc1cc(C)c(OCC(O)Cn2cc(/C=N\O)c3ccccc32)c(C)c1 (stereo not given)
  -12, -13, -6
50	CCn1nc(-c2ccc(C)c(C)c2)ccc1=O
  ., 4, -4
51	COCCN(CC(=O)N(CCc1c[nH]c2ccccc12)Cc1ccc(C(F)(F)F)cc1)C(=O)Nc1cccc(Cl)c1Cl
  -3, 1, 0
52	CCn1nnc2c(NC(C)C)ncnc21
  ., 12, -13
53	COc1ccc(NS(=O)(=O)c2ccc(/C=C/C(=O)N3CCCCCC3)cc2)cc1
  ., 1, -9
54	COCc1nccc(C2CCCN(Cc3ccc(C#N)cc3)C2)n1 (stereo not given)
  ., 9, -8
55	CC1(Cc2ccc(Cl)cc2)C(=O)Nc2ccc(OC(F)(F)F)cc21 (stereo not given)
  -3, 1, 3
56	CC=CCn1c(=O)c2c(nc3n2CC(C)=NN3Cc2ccc(Cl)cc2)n(C)c1=O
  -8, 2, -7
57	COc1cc(-c2nc3c[n+](CC(=O)C(C)(C)C)ccc3n2C)cc(OC)c1OC
  ., 0, -3
58	Cc1ccc(SC(C)C(=O)ON=C(N)c2cccnc2)cc1 (stereo not given)
  ., 2, -5
59	COC(=O)Cn1c(=O)c2c(nc3n(-c4ccc(Oc5ccccc5)cc4)c(C)cn23)n(C)c1=O
  -9, 7, -5
60	CCCCNC(=O)C1(C)CCN1C(=O)Cc1cccc2ccccc12 (stereo not given)
  -6, 5, -17
61	COc1ccccc1-n1c(-c2ccc(Cl)cc2)cc(C(=O)N2CCc3ccccc3C2)c1C
  -5, 2, -7
62	Cc1ccc(C(=O)C(OC(=O)CNC(=O)CNC(=O)Cc2ccccc2)c2ccccc2)cc1 (stereo not given)
  ., 4, -3
63	Cn1c(SCc2cc(=O)oc3cc4c(cc23)CCC4)nnc1-c1ccco1
  ., -3, -4
64	CCCNc1ncc(CN2CCCN(c3ccc(F)cc3)CC2)cn1
  -12, 0, -4
65	CCN(C(=O)Nc1cc(C)on1)C1CCN(C(C)c2ccccc2)C1 (stereo not given)
  -7, 7, -9
66	O=S(=O)(Nc1nc2ccccc2nc1NCc1ccco1)c1ccc(F)cc1
  1, 1, 5
67	COc1ccc(Cl)cc1N1CCN(C(=O)c2cccs2)C(C)C1=O (stereo not given)
  -3, -3, -2
68	COc1cc(C=NNC(=O)CNC(=O)c2ccccc2Br)ccc1O
  ., 1, -4
69	COC(=O)c1ccccc1NC(=O)c1ccc(F)cc1
  ., 5, -3
70	O=C(NCc1cccnc1)c1cc([N+](=O)[O-])cc([N+](=O)[O-])c1
  -7, 13, -5
71	O=C(NCc1nnc2n1CCCCC2)C1CCCCC1
  ., 3, -10
72	Cc1cc(O)cc2oc(C(F)(F)F)c(-c3cnn(-c4ccccc4)c3)c(=O)c12
  -6, -12, -7
73	CC(Cl)C(=O)NC1CC2CCC(C1)N2Cc1ccc2c(c1)OCO2 (stereo not given)
  -7, 3, -7
74	CSCCC(=O)N1CCN(c2nccc(-c3ccc(N4CCOCC4)cc3)n2)CC1
  -7, 5, -6
75	COc1cc(-c2nc(C=Nc3cc(Cl)ccc3Cl)c(O)o2)cc(OC)c1OC
  ., -3, -4
76	CC(C)c1nc(-c2ccc(OCc3ccc([N+](=O)[O-])cc3)cc2)no1
  ., 6, -6
77	COc1ccc(-c2nc(CN3CCN(Cn4ncn(-c5ccccc5C)c4=S)CC3)cs2)cc1
  -7, 3, -2
78	Fc1ccc(N2CCN(C3CCCNC3)CC2)cc1 (stereo not given)
  -7, 8, -3
79	COCCNC(=O)c1cc(NC(=O)c2cc(C(F)(F)F)cc(C(F)(F)F)c2)ccc1N1CCC(Cc2ccccc2)CC1
  -7, -1, -9
80	O=C(O)c1cccnc1N1CCc2onc(-c3cccc(F)c3)c2C1
  -6, -1, -3
81	CS(=O)c1nncn1CC#Cc1ccc(C(F)(F)F)cc1 (stereo not given)
  ., 1, -15
82	CN(C)CCn1cnc(-c2ccccc2)c1-c1ccc(-c2cncnc2)cc1
  ., 2, -3
83	CCc1nc(C)c(-c2nc(CC3CCN(C)CC3)nn2CC(F)(F)F)o1
  -7, ., -12
84	CCCn1ncc(C(=O)N2CCOC(CCCC(C)C)C2)c1C (stereo not given)
  ., 6, -10
85	Cc1ccc(S(=O)(=O)Oc2c(CO)cc(C)cc2CO)cc1
  -4, 12, -8
86	COc1ccc(CN(C)C(=O)NC2CCN(C3CC3)CC2)cc1C
  -18, 2, -7
87	O=C(NCc1ccc(N2CCOCC2)cc1)c1ccc(-c2cnco2)cc1
  -14, 21, -7
88	Cc1c(C(=O)Nc2sc3c(c2C#N)CCCC3)cccc1[N+](=O)[O-]
  -7, -3, -4
89	CC(C)C(=O)N1CCC(CNc2nccc(CCC(F)(F)F)n2)CC1
  ., 6, -8
90	COc1ccc(NC(=O)CN(c2ccc(C)cc2)S(=O)(=O)c2ccc(OC)c(OC)c2)cc1
  -6, 2, -2
91	CCN1CCN(C(=O)C2CCC(=O)N2C2CCCC2)CC1 (stereo not given)
  ., 1, -3
92	Brc1ccc(-c2noc(-c3cccnc3)n2)o1
  ., -6, -9

Source: PubChem BioAssay

Hits appear at their usual frequency. About 0.29% of those tested had a hit in this group.
